L929 necroptosis: blocks zVAD induced death of L929 cells; viability rescue, % at 10 µM; hit rate 0.38% among 220,000; L929 zVAD necroptosis rescue, ATP luminescence, 24 h; with zVAD 60 µM;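 active = activation, scaled between plate controls, above about 75%, limit read from the data; inactive = activation under that limit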;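 also: 0% = zVAD with DMSO and 100% = DMSO alone without zVAD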
CHOP inh: CHOP inhibition in unfolded protein response; CHO-K1 CHOP-promoter luciferase, tunicamycin-induced, 15-18 h; inhibition, % at 10 µM; hit rate 3.8% among 220,000; AID 2732;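 active = compounds that reduced the stress-induced luciferase reporter signal by more than about 70% of percent inhibition, limit read from the data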;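 also: 0% = tunicamycin plus vehicle and 100% = wells without tunicamycin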
PPC-1+TRAIL kill: kills PPC-1 cancer cells in the presence of TRAIL | PPC-1 cells + TRAIL, ATPLite viability luminescence | AID 1443 | cell killing (% activity), % at 4 µM | hit rate 0.41% among 220,000;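 active = cell killing above 50% in the first pass at 4 µM, then a duplicate retest at 5 µM averaging 50% or more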;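 also: plate controls were cells with TRAIL plus DMSO for no effect and medium-only wells lacking cells for full effect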
Tb hexokinase: blocks Trypanosoma brucei hexokinase 1 activity. recombinant TbHK1, G6PDH-coupled NADH A340. inhibition, % at 10 µM. hit rate 0.11% among 220,000;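 active = inhibition of 50% or more in the single-dose primary screen; inactive = inhibition below 50%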
Wee1 degr inh: inhibitors of human Wee1 degradation | HeLa Luc-Wee1K328M stability, luciferase luminescence; 100% = proteasome inhibitor MG132 effect | reporter increase, % at 5 µM | hit rate 1.2% among 220,000 | AID 1321;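 active = activation above the mean of all tested compounds plus 3 SD, set per screening run, cut at about 8.8% in these data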;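 also: cells exposed to compound for 20 h before luminescence read; 0% = DMSO alone and 100% = MG132 at 30 µM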
FXIIa inh: inhibitors of human coagulation factor XIIa; P00748; purified FXIIa, Boc-QGR-AMC fluorogenic substrate, 2 h; inhibition, % at 5 µM; hit rate 0.3% among 220,000; AID 800; in the data active = inhibition above about 40%;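 also: 0% = enzyme with no compound and 100% = blank without enzyme; many of its hits are not listed in these tables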
Target sequence (P00748 20-372 limits assumed): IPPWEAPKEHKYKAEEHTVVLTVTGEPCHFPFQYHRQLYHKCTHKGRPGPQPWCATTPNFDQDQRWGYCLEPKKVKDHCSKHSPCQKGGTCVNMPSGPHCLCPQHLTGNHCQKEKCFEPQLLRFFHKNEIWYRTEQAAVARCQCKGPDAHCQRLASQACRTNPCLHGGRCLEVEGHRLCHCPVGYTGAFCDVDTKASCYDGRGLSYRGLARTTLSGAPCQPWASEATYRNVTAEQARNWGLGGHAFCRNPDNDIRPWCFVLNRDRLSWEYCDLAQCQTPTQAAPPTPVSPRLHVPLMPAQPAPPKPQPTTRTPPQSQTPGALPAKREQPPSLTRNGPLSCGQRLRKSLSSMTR
Target sequence (P00748 373-615 limits assumed): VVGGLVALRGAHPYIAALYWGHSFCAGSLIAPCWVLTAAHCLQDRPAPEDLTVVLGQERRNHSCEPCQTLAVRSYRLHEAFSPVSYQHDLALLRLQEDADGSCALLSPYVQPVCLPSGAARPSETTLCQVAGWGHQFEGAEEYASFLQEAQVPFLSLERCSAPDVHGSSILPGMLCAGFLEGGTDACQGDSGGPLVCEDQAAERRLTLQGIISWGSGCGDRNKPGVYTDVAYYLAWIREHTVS
EP2 antag: inhibitors of human EP2 prostaglandin E2 receptor | inhibition, % at 25 µM | hit rate 0.52% among 260,000 | P43116 | C6 glioma cells expressing human EP2, cAMP TR-FRET; cells stimulated with saturating PGE2 | AID 1422;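 active = percent inhibition above 40 after rounding to a whole number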;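 also: rat C6 glioma host cells with rolipram phosphodiesterase inhibitor present; the protocol text gives 20 µM as final concentration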
Target sequence (P43116 whole entry, looked up): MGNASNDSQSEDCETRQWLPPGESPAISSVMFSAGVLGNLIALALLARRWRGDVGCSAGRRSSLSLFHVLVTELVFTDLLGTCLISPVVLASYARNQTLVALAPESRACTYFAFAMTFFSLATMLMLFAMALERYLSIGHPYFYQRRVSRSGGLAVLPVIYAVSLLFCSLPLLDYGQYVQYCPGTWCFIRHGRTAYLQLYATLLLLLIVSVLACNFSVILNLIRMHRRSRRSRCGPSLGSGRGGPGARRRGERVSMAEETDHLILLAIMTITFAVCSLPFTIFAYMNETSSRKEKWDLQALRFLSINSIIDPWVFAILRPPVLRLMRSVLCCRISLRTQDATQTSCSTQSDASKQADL
TNF necrop inh: inhibitors of TNF-alpha induced necroptosis in Jurkat FADD-/- cells; activation (protection from cell death), % at 10 µM; Jurkat FADD-/- TNF necroptosis rescue, ATP luminescence, 24 h; 0 = TNF only, 100 = no-TNF cells; hit rate 0.068% among 220,000;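 active = activation, meaning protection from cell death, of at least 50% relative to plate controls; inactive = activation below 50%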;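 also: necroptosis triggered by 40 ng/mL TNF-alpha added together with compound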
FXIa inh 1536: inhibitors of human coagulation factor XIa; P03951; purified FXIa, Boc-Glu-Ala-Arg-AMC fluorogenic substrate; inhibition, % at 5 µM; hit rate 0.14% among 220,000;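 active = inhibition of at least 40%; inactive = inhibition below 40%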;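 also: fluorescence of freed AMC excited at 355 nm; 0% = enzyme without compound and 100% = no enzyme blank; many of its hits are not listed in these tables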
Starred values were filed as active, the others as inactive; & = joins results of further samples. Only part of the results is shown; rates above refer to the full screens.

Screening O=C(Nc1ccc(-c2csc(-c3ccccc3)n2)cc1)c1ccccc1 returned L929 necroptosis 0.5, CHOP inh 28, PPC-1+TRAIL kill -5, Tb hexokinase 7, Wee1 degr inh -2, FXIIa inh -7, EP2 antag 2, TNF necrop inh -1.3 and FXIa inh 1536 -1.
Cc1ccc(-c2csc3ncn(CC(=O)N4CCOCC4)c(=O)c23)cc1C was read as L929 necroptosis 3.2, CHOP inh 19, PPC-1+TRAIL kill 15, Tb hexokinase -4, Wee1 degr inh -3, FXIIa inh 16, EP2 antag 7&21, TNF necrop inh -2.5 and FXIa inh 1536 2.
Screening CN(C)/C=C1\C(=O)N(C)N=C1C(F)(F)F returned L929 necroptosis 2.3, CHOP inh 22, PPC-1+TRAIL kill 8, Tb hexokinase -2, Wee1 degr inh -2, FXIIa inh 5, EP2 antag 6, TNF necrop inh 0.0 and FXIa inh 1536 -3.
For Oc1cccc(/C=N/c2c(-c3ccco3)nc3ccccn23)c1 the results were L929 necroptosis 0.4, CHOP inh -17, PPC-1+TRAIL kill 3, Tb hexokinase -23, Wee1 degr inh 0, FXIIa inh 1, EP2 antag 24, TNF necrop inh -4.8 and FXIa inh 1536 2.
`CCCC(=O)Nc1sc2c(c1C(=O)OCC)CC(C)(C)OC2` gave L929 necroptosis 9.8, CHOP inh -11, Tb hexokinase -9, Wee1 degr inh -1, FXIIa inh 0, EP2 antag 20, TNF necrop inh 2.4 and FXIa inh 1536 -4.
For Cc1oc(-c2cccc(C(F)(F)F)c2)nc1CN1CCOCC1 the results were L929 necroptosis 7.0, CHOP inh 33, PPC-1+TRAIL kill -10, Tb hexokinase -3, Wee1 degr inh 0, FXIIa inh 17, EP2 antag 13, TNF necrop inh -0.1 and FXIa inh 1536 -1.
Screening CC(C)OCCCNC(=O)c1cc2c(s1)CS(=O)(=O)C2 returned L929 necroptosis 0.7, CHOP inh 5, PPC-1+TRAIL kill 15, Tb hexokinase 0, Wee1 degr inh -1, FXIIa inh 8, EP2 antag 9, TNF necrop inh 0.2 and FXIa inh 1536 -2.
`COC(=O)c1cccc(-n2nnnc2SCC(=O)Nc2nc3c(s2)CCCC3)c1` gave L929 necroptosis 50, CHOP inh 88*, PPC-1+TRAIL kill 31, Tb hexokinase -6, Wee1 degr inh 1, FXIIa inh 3, EP2 antag 3, TNF necrop inh 1.4 and FXIa inh 1536 3.
Screening CN(C)c1ccc(C=Nc2ccccc2)cc1 returned L929 necroptosis -0.3, CHOP inh 8, PPC-1+TRAIL kill 8, Tb hexokinase -5, Wee1 degr inh -1, FXIIa inh 22, EP2 antag -1, TNF necrop inh -1.1 and FXIa inh 1536 2.
CCCOc1ccc(CNC(=O)Cn2c(=O)oc3ccccc32)cc1 was read as L929 necroptosis 0.4, CHOP inh -3, PPC-1+TRAIL kill 8, Tb hexokinase 1, Wee1 degr inh 0, FXIIa inh 4, EP2 antag 10, TNF necrop inh 0.2 and FXIa inh 1536 -7.
For Cn1c(NC(=S)Nc2ccccc2)nc2ccccc21 the results were L929 necroptosis 0.1, CHOP inh -9, PPC-1+TRAIL kill 8, Tb hexokinase 0, Wee1 degr inh 2, FXIIa inh 5, EP2 antag 4, TNF necrop inh -0.3 and FXIa inh 1536 2.
`Cc1ccc(C(=O)Nc2nc(=O)n(C(=O)C3CC3)s2)cc1` gave L929 necroptosis 0.9, CHOP inh 55, PPC-1+TRAIL kill 10, Tb hexokinase -2, Wee1 degr inh 0, FXIIa inh -5, EP2 antag 6, TNF necrop inh -7.8 and FXIa inh 1536 -3.
`Cc1[nH]c2ccccc2c1N=Nc1ccccc1C(=O)O` gave L929 necroptosis 29, CHOP inh 34, PPC-1+TRAIL kill 35, Tb hexokinase 29, Wee1 degr inh 0, FXIIa inh 4, EP2 antag 4, TNF necrop inh 1.0 and FXIa inh 1536 0.
Screening Cc1cc(-c2onc(C)c2C(=O)O)no1 returned L929 necroptosis 0.8, CHOP inh 1, PPC-1+TRAIL kill 16, Tb hexokinase -6, Wee1 degr inh -3, FXIIa inh 3, EP2 antag 10, TNF necrop inh -0.6 and FXIa inh 1536 2.
`Cc1cccc(OCC(=O)Nc2ccc3c4c(cccc24)CC3)c1C` gave L929 necroptosis 2.3, CHOP inh -31, PPC-1+TRAIL kill 13, Tb hexokinase 1, Wee1 degr inh -2, FXIIa inh 0, EP2 antag 7, TNF necrop inh 0.3 and FXIa inh 1536 0.
`O=c1c2c(nc3c(-c4ccc(Cl)cc4)c[nH]n13)CCC2` gave L929 necroptosis -0.3, CHOP inh 19, PPC-1+TRAIL kill -5, Tb hexokinase -11, Wee1 degr inh 0, FXIIa inh 9, EP2 antag 5, TNF necrop inh -1.5 and FXIa inh 1536 -3.
COC(=O)[C@@H]1C[C@@]2(O)[C@H](O)[C@H](O)[C@H](O)C[C@H]2N1Cc1ccc(-c2ccccc2)cc1 was read as L929 necroptosis 0.3, CHOP inh 3, PPC-1+TRAIL kill 4, Tb hexokinase -4, FXIIa inh 4, EP2 antag 5, TNF necrop inh 2.2 and FXIa inh 1536 -1.
Screening O=C(O)Cn1c(CC(=O)N2CCCC2)nc2ccccc21 returned L929 necroptosis 0.0, CHOP inh 11, PPC-1+TRAIL kill -9, Tb hexokinase -7, Wee1 degr inh 5, FXIIa inh 6, EP2 antag 1, TNF necrop inh -2.6 and FXIa inh 1536 -6.
`CSc1ccc(NC(=O)N2CC=C(n3c(=O)[nH]c4ccccc43)CC2)cc1` gave CHOP inh 0, PPC-1+TRAIL kill 24, Tb hexokinase 3, Wee1 degr inh -2, FXIIa inh 11, EP2 antag 13, TNF necrop inh -15 and FXIa inh 1536 6.
For O=C(CN1CCN(c2ccc(O)cc2)CC1)Nc1cc(S(=O)(=O)N2CCOCC2)ccc1Cl the results were L929 necroptosis 0.9, CHOP inh 23, PPC-1+TRAIL kill 14, Tb hexokinase -4, Wee1 degr inh 3, FXIIa inh 7, EP2 antag 5, TNF necrop inh 0.5 and FXIa inh 1536 4.
Cc1ccc(CCNC(=O)CN(C)S(=O)(=O)c2cnc[nH]2)cc1 was read as L929 necroptosis 0.5, CHOP inh 7, PPC-1+TRAIL kill -2, Tb hexokinase -4, Wee1 degr inh -3, FXIIa inh 3, EP2 antag 4, TNF necrop inh 1.5 and FXIa inh 1536 7.
CCOC(CNC(=O)Cn1nc(C)c2ccccc21)OCC was read as L929 necroptosis 3.0, CHOP inh -9, PPC-1+TRAIL kill 19, Tb hexokinase 2, Wee1 degr inh -2, FXIIa inh 8, EP2 antag 4, TNF necrop inh 0.3 and FXIa inh 1536 -2.
Screening O=C(O)c1cc(-n2nnnc2SCc2ccccc2F)ccc1Cl returned L929 necroptosis -0.1, CHOP inh 20, PPC-1+TRAIL kill 20, Tb hexokinase 1, Wee1 degr inh -2, FXIIa inh 7, EP2 antag 3, TNF necrop inh -0.6 and FXIa inh 1536 -2.
O=C(O)CN1C(=O)/C(=C/c2ccc(N3CCCCC3)o2)SC1=S was read as L929 necroptosis -0.3, CHOP inh -4, PPC-1+TRAIL kill 6, Tb hexokinase -4, Wee1 degr inh -4, FXIIa inh 72*, EP2 antag 13, TNF necrop inh -11 and FXIa inh 1536 23.
Screening O=C(O)c1c(-c2ccccc2)c(-c2ccccc2)nc2ccccc12 returned L929 necroptosis 2.0, CHOP inh 27, PPC-1+TRAIL kill 8, Tb hexokinase -3, Wee1 degr inh 0, EP2 antag 6, TNF necrop inh 0.2 and FXIa inh 1536 2.
For O=C(NCCCc1ccccc1)c1cc([N+](=O)[O-])ccc1Cl the results were L929 necroptosis 1.1, CHOP inh 30, PPC-1+TRAIL kill 9, Tb hexokinase 0, Wee1 degr inh 2, FXIIa inh 4, EP2 antag 8, TNF necrop inh 6.6 and FXIa inh 1536 -3.
`Cc1ccc(C2C(C#N)=C(N)OC3=C2C(=O)CCC3)s1` (stereo unspecified) gave L929 necroptosis 32, CHOP inh 0, PPC-1+TRAIL kill 4, Tb hexokinase -4, Wee1 degr inh -2, FXIIa inh 1, EP2 antag 14, TNF necrop inh -2.4 and FXIa inh 1536 -4.
For Cc1ccc(S(=O)(=O)Cc2cccc(C(=O)N3CCOCC3)c2)cc1 the results were L929 necroptosis 0.2, CHOP inh 23, PPC-1+TRAIL kill 19, Tb hexokinase 0, Wee1 degr inh 0, FXIIa inh 2, EP2 antag 21, TNF necrop inh -2.6 and FXIa inh 1536 -6.
COC(=O)c1cc2n(n1)CCN(Cc1ccc(C)cc1)C2=O was read as L929 necroptosis 0.6, CHOP inh 9, PPC-1+TRAIL kill 10, Tb hexokinase 0, Wee1 degr inh 5, FXIIa inh 15, EP2 antag 12, TNF necrop inh -3.0 and FXIa inh 1536 7.
CCN(CC)CCC(=O)NC(C)(C)Cc1ccc(O)cc1 was read as L929 necroptosis 2.4, CHOP inh 3, PPC-1+TRAIL kill 5, Tb hexokinase 2, Wee1 degr inh -2, FXIIa inh 15, EP2 antag 19, TNF necrop inh 0.6 and FXIa inh 1536 5.
`COc1ccc(-c2csc3nc(C)nc(N4CCC(C)CC4)c23)cc1OC` gave L929 necroptosis 2.5, CHOP inh -44, PPC-1+TRAIL kill 9, Tb hexokinase -3, Wee1 degr inh -2, FXIIa inh -1, EP2 antag 12, TNF necrop inh -4.1 and FXIa inh 1536 7.
Cc1ccc(CN2CCN(Cc3cccc(OCCO)c3)CC2CCO)o1 (stereo unspecified) was read as L929 necroptosis -0.8, CHOP inh 16, Tb hexokinase 7, Wee1 degr inh 0, FXIIa inh 12, EP2 antag 1, TNF necrop inh 0.2 and FXIa inh 1536 6.
`O=C(CSc1nc2ccc(N3CCOCC3)cc2c(=O)n1CCc1ccccc1)NCC1CCCO1` (stereo unspecified) gave L929 necroptosis 2.1, CHOP inh -2, PPC-1+TRAIL kill 1, Tb hexokinase -10, Wee1 degr inh -2, FXIIa inh 5, EP2 antag 9, TNF necrop inh 1.6 and FXIa inh 1536 -4.
Screening CN(C)S(=O)(=O)c1cc(NC(=O)CN2C(=O)NC3(CCCc4ccccc43)C2=O)ccc1Cl (stereo unspecified) returned L929 necroptosis 0.9, CHOP inh -15, PPC-1+TRAIL kill 36, Tb hexokinase 31, Wee1 degr inh -2, FXIIa inh -1, EP2 antag 2, TNF necrop inh 0.0 and FXIa inh 1536 -9.
O=C(O)c1ccccc1C(=O)Nc1ccc(S(=O)(=O)NC2CCCCC2)cc1 was read as L929 necroptosis 0.7, CHOP inh 40, PPC-1+TRAIL kill 20, Tb hexokinase -5, Wee1 degr inh 2, FXIIa inh 6, EP2 antag 10, TNF necrop inh 0.2 and FXIa inh 1536 -2.
CCCCn1c(N)c(N(CCC(C)C)C(=O)CSc2nnc3ccccn23)c(=O)[nH]c1=O was read as L929 necroptosis 1.0, CHOP inh 25, PPC-1+TRAIL kill -16, Tb hexokinase -5, Wee1 degr inh -1, FXIIa inh 9, EP2 antag 8, TNF necrop inh -0.4 and FXIa inh 1536 -3.
`O=C1CN(C(=O)COC(=O)COc2ccc3c(c2)CCC3)c2ccccc2N1` gave L929 necroptosis 0.3, CHOP inh 35, PPC-1+TRAIL kill 19, Tb hexokinase -5, Wee1 degr inh 3, FXIIa inh 13, EP2 antag 10, TNF necrop inh -2.1 and FXIa inh 1536 7.
`Cc1ccc(-c2nn(-c3ccccc3)cc2CNCc2ccccc2)cc1` gave L929 necroptosis 0.6, CHOP inh 9, PPC-1+TRAIL kill 30, Tb hexokinase 3, Wee1 degr inh 1, EP2 antag 15, TNF necrop inh 3.2 and FXIa inh 1536 3.

Screening results from PubChem.
